TrxR1 substrate: qHTS Assay for Substrates of Mammalian Selenoprotein Thioredoxin Reductase 1 (TrxR1): qHTS | Thioredoxin reductase 1, cytoplasmic (Rattus norvegicus), O89049 | purified TrxR1 substrate turnover, NADPH consumption readout | 390,000 tested, 0.01% active | Potency, µM (top dose mostly 114 µM), without a hit: at the highest dose activity change, negative = substrate turnover; further: potency means the concentration at half of the fitted maximal effect; on the % scale 0 is the no-effect control and ±100 the full control effect; nearly all actives have a fitted effect of over 50% in size
Target sequence (O89049 whole entry, looked up): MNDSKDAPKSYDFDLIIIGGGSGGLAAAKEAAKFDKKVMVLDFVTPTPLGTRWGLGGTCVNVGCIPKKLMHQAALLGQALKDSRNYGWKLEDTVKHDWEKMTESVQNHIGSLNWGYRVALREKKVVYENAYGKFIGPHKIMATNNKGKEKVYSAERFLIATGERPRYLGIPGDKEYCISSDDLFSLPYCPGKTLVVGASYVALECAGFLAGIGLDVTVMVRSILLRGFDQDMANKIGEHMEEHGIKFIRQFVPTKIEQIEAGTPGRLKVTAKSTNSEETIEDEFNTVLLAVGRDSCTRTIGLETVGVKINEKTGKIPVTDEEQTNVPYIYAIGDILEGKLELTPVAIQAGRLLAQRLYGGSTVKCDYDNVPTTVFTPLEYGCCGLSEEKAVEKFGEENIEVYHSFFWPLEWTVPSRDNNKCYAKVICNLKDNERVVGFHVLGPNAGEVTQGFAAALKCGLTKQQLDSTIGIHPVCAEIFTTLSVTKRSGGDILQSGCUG
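Rat TrxR1, dispensed at 90 nM, was prereduced with 400 uM NADPH (final) for 5 min at ~22 deg C, then incubated with compound 15 min before 400 uM selenite. A first-read NADPH fluorescence drop versus no-compound background flagged substrates.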
mIDH1 inhibitor: qHTS for Inhibitors of mutant isocitrate dehydrogenase 1 (IDH1): qHTS | Isocitrate dehydrogenase [NADP] cytoplasmic (Homo sapiens), O75874 | IDH1-R132H enzyme, NADPH consumption, diaphorase/resazurin fluorescence | Potency, µM (series often up to 76.6 µM), inactives show top-dose activity change, negative = inhibition, usual class: inhibitors | 390,000 tested, 0.093% active; further: potency means the concentration at half of the fitted maximal effect; on the % scale 0 is the no-effect control and ±100 the full control effect; nearly all actives have a fitted effect of over 65% in size
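IDH1-R132H (0.5 ug/mL dispensed) in pH 7.5 Tris buffer was preincubated 30 min with compound, then given a substrate mix of 0.016 mM NADPH and 2 mM alpha-KG for 80 min at room temperature; remaining NADPH was read by diaphorase/resazurin fluorescence.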
Glioma ERSR ind: qHTS for Inducers of the Endoplasmic Reticulum Stress Response (ERSR) in Human Glioma: qHTS; U87-MG GRP78 promoter luciferase reporter, 16 h; Potency, µM, for the others: at the top dose activation, hits mostly activators; 420,000 tested, 0.02% active; AID 602332, 2012; further: potency means the concentration at half of the fitted maximal effect; series mostly up to about 76 µM; % of control where 0% means no effect; nearly all actives have a fitted effect of over 35% in size
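ERSR induction read as luciferase luminescence (Bright-Glo, 10 min at room temperature) in stably transfected human U87-MG glioma cells exposed to compounds for 16 h, using GRP78 as sensor.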
USP1-UAF1 inh: Inhibitors of USP1/UAF1: Primary Screen; Potency, µM (doses to about 57.1 µM), without a hit: at the highest dose activity change, negative = inhibition, usual class: inhibitors; AID 743255, 2014; Ubiquitin carboxyl-terminal hydrolase 1 (Homo sapiens), O94782; 390,000 tested, 0.23% active; recombinant USP1/UAF1, Ub-Rhodamine cleavage fluorescence; further: potency means the concentration at half of the fitted maximal effect; on the % scale 0 is the no-effect control and ±100 the full control effect; nearly all actives have a fitted effect of over 60% in size; inactives centre near -12
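USP1/UAF1 complex at 1 nM was preincubated with compound for 15 min at room temperature, then Ub-Rho substrate (150nM final) was added. Fluorescence (480/540 nm) was read kinetically, 6 reads every 60 seconds.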
LDHA inh: qHTS assay for inhibitors of human lactate dehydrogenase | 480,000 tested, 0.15% active | purified LDHA, NADH/diaphorase-resazurin fluorescence; active compounds read low | AID 1347041, 2019 | L-lactate dehydrogenase A chain (Homo sapiens), P00338 | activity change, % (values are at about 110 or 230 µM); in the data active means activity change below about -30%; inconclusive means mostly about -25% to -30%;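 further: plate controls were DMSO wells for no effect and wells without enzyme for full effect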
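LDH5 2 nM; NADH 0.06 mM, pyruvate 0.2 mM; 200 mM Tris pH 7.4, EDTA, Tween-20; 5 min RT. Detection: diaphorase 0.133 mg/mL + resazurin 37 µM, fluorescence ex540/em590 at 0 and 20 min; normalized to enzyme-free and DMSO wells.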
Vif-APOBEC3G blk: qHTS for Inhibitors of Vif-A3G Interactions: qHTS; Potency, µM (series often up to 46.1 µM), without a hit: top-dose activity, negative = active, hits mostly inhibitors; HeLa A3G-eYFP + Vif (tagged APOBEC3G with the HIV-1 protein that degrades it), YFP fluorescence, overnight; 410,000 tested, 0.076% active; AID 602310, 2012;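 further: potency means the concentration at half of the fitted maximal effect; on the % scale 0 is the no-effect control and ±100 the full control effect; nearly all actives have a fitted effect of over 60% in size; hits raise eYFP signal because A3G escapes Vif-driven loss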
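HeLa cells stably expressing Vif and C-terminally eYFP-tagged A3G, seeded overnight at 37 deg C, then exposed to compound by pintool overnight at 37 deg C. Rise in yellow fluorescence (Ex 488/Em 500-530, Acumen) marks blocked Vif-driven A3G degradation.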
RXFP1 ag: qHTS Assay for Agonists of the Relaxin Receptor RXFP1 | Relaxin receptor 1 (Homo sapiens), Q9HBX9 | HEK293T-RXFP1 cAMP TR-FRET, 30 min; response scale: percent of porcine relaxin response, buffer zero | Potency, µM (highest dose often 57.5 µM), for the others: top-dose activation, most hits filed as activators | 370,000 tested, 0.3% active | AID 2676, 2010; further: potency means the concentration at half of the fitted maximal effect; on the % scale 0 is the no-effect control and ±100 the full control effect; nearly all actives have a fitted effect of over 60% in size; many of its hits are not listed in these tables
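HEK293T cells stably expressing RXFP1 were pretreated with the PDE4 inhibitor Ro 20174, exposed to compounds for 30 min at 37C, lysed, and cAMP was read by TR-FRET. Data normalized to buffer (basal) and 29 nM porcine relaxin (100%).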
Vif-A3F inh: qHTS for Inhibitors of Vif-A3F Interactions: qHTS | HeLa A3F-eYFP + Vif (tagged APOBEC3F with the HIV-1 protein that degrades it), YFP fluorescence increase | Potency, µM (titrated, usually from 46.1 µM), for inactives: at the highest dose activity, negative = active | 390,000 tested, 0.2% active; further: potency means the concentration at half of the fitted maximal effect; % of control where 0% means no effect; nearly all actives have a fitted effect of over 65% in size
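HeLa cells stably expressing Vif plus C-terminally eYFP-tagged A3F were seeded, incubated overnight at 37 deg C, dosed with compound, incubated overnight again at 37 deg C. Yellow fluorescence (Ex 488/Em 500-530) reported blocked Vif-mediated A3F-eYFP degradation.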
PI4K2A inh: qHTS for small molecular inhibitors of PI4K2A | purified PI4K2A, ADP-Glo luminescence, 1 h; active compounds read low | activity change, negative = inhibition, % at 76.9 µM | 420,000 tested, 0.13% active | AID 1346378, 2018; in the data active means activity change below about -50%; inconclusive means mostly about -30% to -49%;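 further: -100% = wells without enzyme as full effect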
Target sequence (Q9BTU6 whole entry, looked up): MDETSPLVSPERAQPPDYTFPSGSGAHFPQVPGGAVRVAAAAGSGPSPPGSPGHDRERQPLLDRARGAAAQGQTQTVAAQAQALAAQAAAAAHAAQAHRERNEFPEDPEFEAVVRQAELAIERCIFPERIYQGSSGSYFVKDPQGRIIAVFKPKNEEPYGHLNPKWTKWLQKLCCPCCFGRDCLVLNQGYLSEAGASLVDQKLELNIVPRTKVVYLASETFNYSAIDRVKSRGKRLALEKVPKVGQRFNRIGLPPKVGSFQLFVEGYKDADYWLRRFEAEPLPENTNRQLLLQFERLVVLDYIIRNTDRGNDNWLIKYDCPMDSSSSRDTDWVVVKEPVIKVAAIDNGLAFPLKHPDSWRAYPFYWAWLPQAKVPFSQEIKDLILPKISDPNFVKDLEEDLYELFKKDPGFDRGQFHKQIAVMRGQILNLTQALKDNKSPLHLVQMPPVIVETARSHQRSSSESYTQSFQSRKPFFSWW
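ADP-Glo luminescence measured ADP generated by PI4K2A enzyme (4 ug/mL before mixing) with 1.2 mM PI substrate (pre-mix) and 300 microM ATP (pre-mix). Tris pH7.5 buffer with MgCl2, Triton X-100; 1 h reaction at ambient temperature.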
The depositor's hits bear a star; u = inconclusive; x = no result given; & = joins results of further samples; [ ] = dose if it differs, or a comment. Unless noted, the call rests on the fitted dose curve; in most records, active means well fitted curve in the direction sought with a large enough effect; inconclusive means small, poorly fitted or top-dose-only effect, or another doubt; inactive means no such curve, though single readings can be large; an effect the other way counts as inactive or inconclusive. Not all compounds are listed; rates above refer to the full screens.

SMILES	TrxR1 substrate	mIDH1 inhibitor	Glioma ERSR ind	USP1-UAF1 inh	LDHA inh	Vif-APOBEC3G blk	RXFP1 ag	Vif-A3F inh	PI4K2A inh
CCN(CC(=O)Nc1ccc2c(c1)OCCO2)c1ccc(S(=O)(=O)N2CCOCC2)cn1	-3%	4%	-1%	-6%	5	1%	1.3%	x	2
COc1ccc(C2c3[nH]c4ccccc4c3CCN2CCCn2cccn2)c(F)c1 (configuration not stated)	-8%	-5%	-4%	-8%	0	-1%	-6.7%	-10%	2
Cc1oc(-c2ccccc2Cl)nc1CS(=O)CC(=O)NCc1ccccc1Cl (configuration not stated)	-6%&-7%	4%&-31%	-3%&-3%	-16%&-20%	0&-10	0%&2%	-1.7%&-0.5%	2%&-5%	-6&3
CC1(C)CC(=O)C(C=NC(CCC(N)=O)C(=O)O)=C(O)C1 (configuration not stated)	-5%	1%	0%	-12%	-2	2%	0.5%	-6%	2
CCOc1ccc(C(O)(c2ccccc2OC)C(CN2CCCC2)c2ccccc2)cc1 (configuration not stated)	8%	5%	-3%	-22%	-2	3%	0.3%	-3%	-6
Cc1ccccc1C(=O)NC(=S)N(C)C1CCCCC1	5%	7%	2%	-10%	-3	-18%	0.5%	-15%	7
O=C(c1ccccc1NS(=O)(=O)c1ccc([N+](=O)[O-])cc1[N+](=O)[O-])N1O[C@@H]2C=C[C@H]1C2	0%	-2%	u	u	4	-8%	x	4%	18
COc1ccc2nc3cc(Cl)ccc3c(C#N)c2c1	3%	0%	-1%	-13%	-6	-17%	5.5%	u	1
Cc1cccc(-c2nnc(SCC#N)n2C)c1	4%	0%	0%	-19%	1	4%	-0.2%	1%	-1
CCC(C)n1[nH]c(=O)cc1N (configuration not stated)	-2%	-1%	-2%	7%	0	0%	0.9%	-5%	-4
Cc1cc(Cl)ccc1NC(=O)C1CCCN(c2nnc(C)c3c(C)n(-c4ccccc4)nc23)C1 (configuration not stated)	4%	-19%	-1%	-19%	-5	1%	1.6%	-4%	3
CCCCNC(=S)NNC(=O)c1ccc2c(c1)OCO2	4%	4%	-2%	-6%	-11	0%	1.6%	4%	-5
O=C(Nc1ccc(C(=O)N2CCCCC2)cc1)c1cccc([N+](=O)[O-])c1	-8%	9%	1%	-4%	-6	-2%	-0.4%	-5%	0
CCn1nnc(NC(=S)NC(=O)c2ccc(-c3cccc(Cl)c3)o2)n1	4%[57.1 µM]	-6%	2%	-13%	-6	-2%	4.5%	u	1
CN(C)C(CNc1ccc(C(F)(F)F)cn1)c1ccccc1 (configuration not stated)	1%	1%	0%	-29%	-9	0%	0.0%	-3%	6
NC(=O)NC(=O)COC(=O)CCSc1ccccc1	-7%[57.1 µM]	-7%	-1%	-17%	-5	0%	0.9%	-25%	-1
COc1ccc(CN2CCN(C(=O)C3CCN(S(=O)(=O)c4cccs4)CC3)CC2)c(OC)c1OC	-5%	-11%	-5%	-2%	-4	2%	-0.2%	5%	-9
O=C(CSCc1ccccc1Cl)N1CCN(c2ccccn2)CC1	13%	1%	3%	-7%	-5	-2%	3.0%	-3%	-2
Cn1c(=O)c2c(nc(CN3CCN(c4ccc(F)cc4)CC3)n2CCN2CCOCC2)n(C)c1=O	-1%	0%	3%	-3%	-4	0%	4.3%	-3%	-6
CN(C)/C=N/c1nc2c(ncn2C2CC(O)C(CO)O2)c(=O)[nH]1 (configuration not stated)	1%	x	-4%	x	1	-1%	x	x	x
CC(=O)c1cccc(NC(=O)COC(=O)CCC(=O)c2ccc(F)cc2)c1	-7%[57.1 µM]	5%	-1%	-23%	-1	3%	x	-5%	3
COc1ccccc1NC(=O)/C(C#N)=C/c1cccnc1	3%	10%	-3%	-14%	3	5%	4.0%	3%	0
CCc1nnc(NC(=O)[C@@H](NC(=O)c2ccc(OC)cc2)C(C)C)s1	-14%[57.1 µM]	7%	7%	-10%	-1	1%	1.5%	3%	3
O=S(=O)(NC1CCN(S(=O)(=O)c2c(F)cccc2F)C1)c1ccc2c(c1)OCCO2 (configuration not stated)	0%	x	-5%	x	0&-2	0%	2.0%	-2%	7
CC(C)C(=O)Nc1csc(C(F)(F)F)c1-c1ccccc1	1%	14%	0%	-19%	0	-1%	1.3%	0%	-5
O=C(CCNS(=O)(=O)c1c(Cl)cccc1Cl)N1CCCC1	4%	-15%	-3%	-22%	-2	1%	-0.2%	3%	-3
Cc1ccc(-n2nc3c(c2NC(=O)c2ccc4c(c2)OCO4)CSC3)cc1	10%	-2%	-3%	-8%	-8	-1%	4.8%	-1%	-7
COCCNC(=S)N(Cc1cccs1)Cc1cc2cccc(C)c2[nH]c1=O	-18%[57.1 µM]	10%	4%	-18%	-2	0%	-2.5%	4%	-5
O=C1C/C(=C\c2c(F)cccc2Cl)N2CCC1CC2	-4%	1%	-3%	-18%	3	0%	0.2%	-1%	-2
CCCn1ccc2c(OCC(=O)NCc3ccccc3Cl)cccc2c1=O	4%[57.1 µM]	8%	2%	-27%	-2	-2%	2.2%	-6%	4
CCCCn1c(N)c(N(CC)C(=O)c2cc(OC)cc(OC)c2)c(=O)[nH]c1=O	6%[57.1 µM]	7%	-1%	-18%	-5	2%	-0.9%	-7%	-3
O=C(NCc1ccc(Cl)cc1)c1cc2ccc3cccnc3c2[nH]1	4%	5%	-2%	2%	-5	-3%	-0.3%	-5%	2
Cc1ccc(C(=O)NC2CCc3ccccc3C2=O)cc1 (configuration not stated)	6%[57.1 µM]	-1%	-3%	-11%	-1	-2%	2.2%	-23%	5
C/C(CC(=O)Nc1cccc(Cl)c1)=N\NC(=O)Cc1ccc(Cl)cc1	-6%	1%	-10%	-7%	3	-5%	-1.8%	-20%	-5
O=C(CCn1c(=O)c2ccccc2n(Cc2ccccc2)c1=O)NC1CCN(Cc2ccccc2)CC1	4%	3%	2%	-17%	-6	-1%	0.0%	10%	0
COc1ccc(NC(=O)c2cnc(SCC(=O)Nc3nc4ccc(C)cc4s3)n(C)c2=O)cc1	0%[57.1 µM]	14%	-3%	-18%	-2	0%	2.2%	-28%	-3
CCCCNC(=O)C1CCC(CNS(=O)(=O)c2cccc3nsnc23)CC1 (configuration not stated)	0%	8%	-1%	-19%	0	2%	0.7%	9%	-4
CN(C)C(=O)c1cc(Cl)ccc1Sc1cc(Cl)ccc1Cl	-5%[57.1 µM]	13%	-1%	-20%	1	-10%	-1.4%	-12%	1
O=C(COC(=O)C(Cc1c[nH]c2ccccc12)NC(=O)c1ccc(Br)cc1)c1ccc(Cl)cc1 (configuration not stated)	-6%[57.1 µM]	-5%	-1%	-25%	-1	3%	-0.1%	-9%	-2
CC(=O)c1cc(-c2ccccc2)n(CCC(=O)NC2CCCCCC2)c1C	0%	5%	-4%	-7%	-5	0%	-2.1%	-4%	-2
CNC(=O)c1ccc(-c2ccccc2)s1	54%[activator][57.1 µM]	9%	0%	-13%	-8	-6%	1.2%	1%	-5
CCC(CC)c1nnc(NC(=O)[C@@H](NC(=O)c2cccc(C)c2)C(C)C)s1	1%	7%	-4%	-25%	-3	-14%	0.4%	-10%	4
CCCCOC(=O)CCc1c(C)n[nH]c1C	-4%[57.1 µM]	5%	-1%	3%	-5	1%	-2.5%	-12%	-5
Cc1cc(C)c(C)c(S(=O)(=O)N(C)CCc2ccccn2)c1C	-6%	4%	-3%	1%	-8	0%	x	14%	-1
CCCN1CCC(=O)N([C@H](CSc2ccc(C)cc2)CC(C)C)CC1	7%	-13%	5%	-26%	1	-4%	-4.0%	1%	4
O=[N+]([O-])c1cc(Cl)ccc1Oc1ccc(-c2nnco2)cc1	-5%[57.1 µM]	1%	1%	-16%	-2	-1%	-1.8%	0%	4
COc1ccc(NC(=S)NCc2cccn2C)cc1	0%	7%	-1%	-11%	-5	0%	-1.1%	-4%	4
Cc1ccc(S(=O)(=O)N2CCOCC2)cc1NC(=O)COC(=O)C1CCC1	x	6%	-5%	-19%	0	1%	x	-1%	2
Cc1ccc2nc(N(CCN(C)C)C(=O)C3CCN(S(=O)(=O)c4cccs4)CC3)sc2c1	x	12%	3%	-16%	1	0%	x	-10%	-22
O=C(CSc1nnnn1C1CCCC1)NCc1cccs1	-4%	0%	0%	10%	-11	0%	-1.6%	12%	-2

Screening data deposited in PubChem BioAssay by National Center for Advancing Translational Sciences (NCATS).
